High-throughput results (PubChem)
Xi reactivation = activators of inactive X chromosome reactivation, primary screen, imaging, XiGFP fibroblasts, GFP high-content imaging, set 2; XiGFP mouse fibroblasts, % GFP-positive cells imaging, 3 d; cells co-treated with 5-aza-dC sensitizer; scaled so ellipticine positive control = 100%; 0.055% of 360,000 active; activation, % at 7.58 µM;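 active means mean normalized replicate activation at least 10% and every replicate at or above 10%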;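 further: 0% = median of on-plate neutral control wells and 100% = ellipticine 6 µM median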
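Material: XiGFP fibroblasts, SV40-immortalized; Buffer or medium: DMEM containing 5-aza-dC; Compound dosing: single point; Times: 3 days compound exposure.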
E-sel inducer = E-selectin induction in HUVECs, primary screen, imaging, HUVEC, immunofluorescence imaging, single point; P16581; normalized: neutral wells 0, TNF-alpha wells 100; activation, % at 7.58 µM; 0.37% of 260,000 active; AID 686992, 2013;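 active means mean E-selectin-positive cell signal at least 10% of the positive control, reached in at least 60% of replicates, without over 20% cell loss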;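 further: in these data hits start at about 27%; measured in HUVEC primary endothelial cells; signal is the percent of cells scored E-selectin positive by PE staining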
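Assay system: HUVEC, human umbilical vein endothelial cells / Amount: 3,000 HUVEC/well / Controls: TNF-alpha positive control, DMSO neutral control / Compound dosing: single concentration / Medium: EGM-2 over gelatin coat / Evaluation: percent E-selectin-positive cells / Signal: immunofluorescence imaging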
EWS-Fli block = EWS/Fli-driven NR0B1 reporter inhibitors, primary screen, A673 cells, NR0B1 luciferase, luminescence, MLPCN library; viability-normalised; inhibition, % at 12.6 µM; 0.67% of 350,000 active; AID 651661, 2012;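 active means mean inhibition of at least 50% after viability correction, with every replicate also passing that limit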;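 further: firefly luciferase signal divided by Alamar Blue viability fluorescence both relative to DMSO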
esBAF inh = Bmi1 luciferase reporter increase in mESCs, primary screen, esBAF inhibitor project, mouse ES cells, Bmi1 luciferase knock-in, single point; 24 h; 100% = twice the neutral-well signal; reporter increase, % at 12.5 µM; AID 602393, 2012; 2% of 350,000 active; in the data active means activation above about 40%;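 further: 0% = median of the plate's neutral control wells and 100% = double that signal; a rise in the Bmi1 reporter signal indicates esBAF inhibition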
RAD52 inh = RAD52 DNA annealing inhibitors, primary screen, biochemical, FRET, single point, set 2; 0.46% of 360,000 active; AID 651710, 2012; DNA repair protein RAD52 homolog (Homo sapiens), P43351; recombinant RAD52 DNA annealing, FRET fluorescence; inhibition, % at 18.7 µM;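 active means every replicate showing at least 50% inhibition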
Target sequence (P43351 whole entry, looked up): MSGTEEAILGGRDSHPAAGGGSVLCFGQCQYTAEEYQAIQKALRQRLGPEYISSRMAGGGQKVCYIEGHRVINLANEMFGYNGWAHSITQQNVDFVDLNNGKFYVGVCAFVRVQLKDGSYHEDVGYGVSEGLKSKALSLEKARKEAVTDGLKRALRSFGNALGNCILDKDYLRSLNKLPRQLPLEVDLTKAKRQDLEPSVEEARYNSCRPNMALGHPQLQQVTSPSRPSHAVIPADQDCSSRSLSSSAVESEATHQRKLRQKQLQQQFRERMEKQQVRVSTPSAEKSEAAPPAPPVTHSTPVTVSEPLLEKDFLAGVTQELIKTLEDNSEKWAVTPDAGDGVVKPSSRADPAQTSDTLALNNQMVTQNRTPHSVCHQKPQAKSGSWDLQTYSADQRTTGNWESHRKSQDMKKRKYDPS
RAD54 branch = inhibitors of human RAD54 branch migration, primary screen, biochemical, fluorescence, single point; DNA repair and recombination protein RAD54-like (Homo sapiens), Q92698; RAD54 Holliday junction branch migration, FAM/BHQ fluorescence; inhibition, % at 10.4 µM; 0.14% of 360,000 active; AID 602329, 2012;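 active means mean normalized replicate activity at least 40 and at least half of replicates scoring 40 or more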;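 further: 0% = median of neutral control wells and 100% = median of positive control wells; inhibitors cause a drop in the FAM fluorescence signal; in these data hits start at about 50%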
S100A4 inh HTS = inhibitors of S100A4-myosin IIA peptide binding, primary screen, biochemical, fluorescence polarization, TAMRA-MyoIIA peptide; Protein S100-A4 (Homo sapiens), P26447; inhibition, % at 10.7 µM; 0.14% of 360,000 active; AID 652163, 2013;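 active means mean inhibition of at least 70% across replicates, with every replicate also reaching that level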
Target sequence (P26447 whole entry, looked up): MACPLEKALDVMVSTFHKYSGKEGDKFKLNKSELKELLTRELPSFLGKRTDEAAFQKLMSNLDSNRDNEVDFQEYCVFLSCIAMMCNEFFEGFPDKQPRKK
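Material: S100A4 monomer protein | Medium: HEPES pH 7.2 with CaCl2, KCl, NaCl, DTT, Triton | Reagent: Labelled myosin peptide probe, 5 nM | Doses: One dose per compound | Times: 5 min incubation before reading | Benchmarks: Neutral control DMSO, positive control TFP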
FN deposition inh = inhibitors of fibronectin matrix deposition, primary screen, AH1F cells, Alexa488-fibronectin fluorescence, plate reader; AH1F fibroblasts, overnight; inhibition, % at 12.6 µM; 0.086% of 350,000 active; AID 743247, 2014;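 active means mean inhibition across replicates of 30% or more, regardless of how many single replicates reach that level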;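 further: positive control wells lacked labelled fibronectin entirely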
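Assay system: AH1F fibroblast monolayer, labelled fibronectin deposition. Amount: 10000 cells per well. Also added: labelled fibronectin 24 nM. Compound: single-point pinned compound. Incubation: cell attachment 1 h, compound and FN exposure overnight. Detection: fluorescence after three HBSS washes, excitation 485 nm, emission 525 nm. Read-out: inhibition of fibronectin deposition signal.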
Active calls of the source: *; . = no result given.

1: COc1ccc(S(=O)(=O)Nc2ccc3c(c2)C(=O)N([C@@H](C)CO)C[C@H](C)[C@H](CN(C)C)O3)cc1
2: CC1CC(C)CN(C(=O)C2CCN(C(=O)Nc3ccccc3)CC2)C1 (stereo unspecified)
3: CC(=O)Nc1ccc(S(=O)(=O)NC2(c3ccccc3)C(=O)N(C)C(=O)N(C)C2=O)cc1
4: c1ccc(-c2cccc(-c3ccccc3)n2)cc1
5: CCOC(=O)CSc1nc(-c2ccccc2)ns1
6: CCOC(=O)c1c(S(=O)(=O)NCC(=O)Nc2ccc(OC)cc2)c(C)n(C)c1C
7: COCC(=O)Nc1ccc2c(c1)C(=O)N(C)C[C@H](OC)[C@@H](C)CN(Cc1ccccc1F)[C@H](C)CO2
8: Cc1ccc(-c2nc3ncccc3o2)cc1NC(=O)C(C)C

Screen / compound no.	1	2	3	4	5	6	7	8
Xi reactivation	-0.9	0.0	0.0	0.0	0.3	0.2	0.0	-0.1
E-sel inducer	-1.1	.	1.0	1.3	2.5	.	0.0	.
EWS-Fli block	-1	0	3	-60	9	-2	6	-9
esBAF inh	1	-10	.	44*	.	-3	8	-3
RAD52 inh	-6	1	0	-8	4	-4	-6	-5
RAD54 branch	2	1	.	14	.	11	-2	1
S100A4 inh HTS	3	-2	0	0	-2	2	-19	0
FN deposition inh	.	.	3	-1	1	-2	-1	-4

9: COc1cc(/C=C2/CCCC(C(=O)C(F)(F)F)=C2O)ccc1O
10: COc1ccc(CN(C(=O)CO/N=C/c2ccccc2)c2ccccc2C(=O)O)cc1
11: CN(C)C(CNC(=O)c1cc2ccccc2oc1=O)c1ccccc1 (stereo unspecified)
12: O=C(O)C[C@@H]1C=C[C@H](NC(=O)CCN2CCCCC2)[C@H](CO)O1
13: CCS(=O)(=O)c1ccc2oc(Nc3cccc(OC)c3)nc2c1
14: COc1ccc(S(=O)(=O)Nc2ccc(Oc3ccsc3C(=O)O)cc2)cc1
15: COc1ccc(S(=O)(=O)N2CCCCN3[C@H](C2)[C@@H](c2ccc(C#CCC(C)C)cc2)[C@@H]3CO)cc1
16: CC(=O)NC12CC3CC(C1)CC(C(=O)N1CCN(S(=O)(=O)c4ccc([N+](=O)[O-])cc4)CC1)(C3)C2

Screen / compound no.	9	10	11	12	13	14	15	16
Xi reactivation	0.2	0.1	0.6	-0.5	0.1	0.2	0.0	-0.1
E-sel inducer	0.0	.	.	-0.2	9.1	.	-0.7	.
EWS-Fli block	7	-9	-119	1	-45	0	8	2
esBAF inh	-9	.	51*	.	33	.	.	4
RAD52 inh	-54	-9	1	10	-11	-10	.	-7
RAD54 branch	-2	.	4	.	10	.	-5	-22
S100A4 inh HTS	-4	-1	-1	1	-21	16	.	-7
FN deposition inh	-8	.	0	1	-6	-2	.	-7

17: COc1ccccc1C(=O)Nc1ccnn1C1CCN(Cc2cnc(N(C)C)s2)CC1
18: CC(=O)Nc1ccc(O)c(-c2nc3ccccc3s2)c1
19: Cc1noc(C)c1NC(=O)N(C)C[C@H]1OCCCC[C@H](C)Oc2ccc(NS(=O)(=O)c3ccc(Cl)cc3)cc2C(=O)N([C@H](C)CO)C[C@@H]1C
20: C=CCN1C(=O)/C(=C/c2ccc(O)cc2)S/C1=N/c1nccs1
21: C[C@@H]1CN([C@@H](C)CO)C(=O)c2cccc(NS(=O)(=O)c3cn(C)cn3)c2O[C@H]1CN(C)C(=O)NC1CCCCC1
22: O=S(=O)(c1ccccc1F)N1CC[C@@H]2[C@@H](CO)Nc3ccc(C4=CCCCC4)cc3[C@@H]21
23: CCOC(=O)Cn1c(=O)oc2cc(S(=O)(=O)Nc3ccc(N(CC)CC)cc3C)ccc21
24: CSc1ccccc1OCc1cc(C(=O)N(C)Cc2cc(C)[nH]n2)no1

Screen / compound no.	17	18	19	20	21	22	23	24
Xi reactivation	0.0	0.0	0.0	0.0	-1.1	0.1	0.1	0.0
E-sel inducer	0.0	.	.	-1.1	.	0.1	-0.3	0.6
EWS-Fli block	.	-36	-7	.	-4	-8	-1	.
esBAF inh	5	.	1	.	-2	7	-4	14
RAD52 inh	-13	-11	-21	.	-9	-13	-10	-5
RAD54 branch	2	.	-6	-21	-2	8	-5	-2
S100A4 inh HTS	-1	3	0	.	2	-3	-1	-3
FN deposition inh	-1	0	10	-1	7	5	-1	.

25: CN(C)C(=O)c1ccc(-c2ccccc2[C@H]2[C@H](C#N)N(C(=O)C3CCCC3)[C@H]2CO)cc1
26: CSc1ccc(Cl)c(C(=O)OCC(=O)Nc2ccccc2OC(F)F)c1
27: CCN1CCN(CCNC(=O)c2ccc(/C=C3\Sc4ccccc4N(Cc4ccccc4F)C3=O)cc2)CC1
28: C[C@H](CO)N1C[C@H](C)[C@@H](CN(C)C(=O)c2ccc3c(c2)OCO3)Oc2ncc(C3=CCCCC3)cc2C1=O
29: O=C(Nc1ccc(NC(=O)c2ccco2)cc1)c1ccco1
30: COc1ccc(CNC(=O)C[C@@H]2C[C@@H]3c4cc(NS(C)(=O)=O)ccc4O[C@@H]3[C@@H](CO)O2)cc1
31: O=S(=O)(/N=C(/NC(=S)Nc1ccccc1)c1ccccc1)c1ccc(Cl)cc1
32: O=C1NN(c2ccccc2)C(=O)C2C3C=CC(C4CC34)C12 (stereo unspecified)

Screen / compound no.	25	26	27	28	29	30	31	32
Xi reactivation	0.0	0.1	0.8	-0.1	0.4	0.1	0.2	.
E-sel inducer	0.0	.	0.3	-0.2	0.3	-0.5	.	.
EWS-Fli block	5	0	10	9	.	0	-109	0
esBAF inh	.	.	.	5	46*	-1	68*	-7
RAD52 inh	-2	-12	85*	17	-14	7	-13	-8
RAD54 branch	.	6	.	0	-7	7	10	2
S100A4 inh HTS	-18	-1	-1	6	5	-8	-9	6
FN deposition inh	-2	-2	8	8	.	0	2	.

33: COc1ccc(NC(=O)CC2C(=O)N(c3cccc(OC)c3)C(=O)N2C(C)C)cc1 (stereo unspecified)
34: O=C(CSc1nnnn1-c1cccc2ccccc12)NC(C(=O)O)(c1ccccc1)c1ccccc1
35: Cc1ccc(Nc2nnc(SC(C)C(=O)NC3CC3)s2)cc1 (stereo unspecified)
36: C/C=C/c1ccc(O)c(OC)c1
37: C[C@@H]1CN([C@@H](C)CO)C(=O)c2cc(NC(=O)c3ccncc3)ccc2O[C@@H]1CN(C)C(=O)Nc1ccc2c(c1)OCO2
38: O=C(CCn1nc(-c2ccc(Cl)cc2)ccc1=O)N1CCN(c2ccccc2)CC1
39: C[C@@H]1CN([C@H](C)CO)C(=O)Cc2cc(NC(=O)Cc3ccccc3)ccc2O[C@H]1CN(C)C(=O)Nc1ccccc1
40: COc1ccccc1CNS(=O)(=O)c1ccc2c(c1)CCCN2C(C)=O

Screen / compound no.	33	34	35	36	37	38	39	40
Xi reactivation	0.3	0.0	0.0	.	-0.1	0.3	0.3	-0.1
E-sel inducer	-0.1	.	-0.7	.	15	-0.1	-0.2	.
EWS-Fli block	2	-4	-7	7	-15	7	-14	6
esBAF inh	-2	.	20	-8	35	1	3	-4
RAD52 inh	-7	2	-10	15	2	-8	9	5
RAD54 branch	3	.	-6	1	-3	-10	0	-11
S100A4 inh HTS	-7	1	1	-3	-26	-2	10	1
FN deposition inh	0	-11	10	.	.	1	.	-15

41: CCCOc1ccccc1OCC(=O)Nc1cccc(S(=O)(=O)NC2=NCCC2)c1
42: O=C(O)/C(=C\c1cccc(C(F)(F)F)c1)c1ccc(S(=O)(=O)N2CCCC2)s1
43: CCOc1ccc(C2CC(c3cccc(Cl)c3)n3nc(N)nc3N2)cc1 (stereo unspecified)
44: C[C@@H]1CN([C@@H](C)CO)S(=O)(=O)c2ccc(-c3ccc(C(=O)N(C)C)cc3)cc2O[C@@H]1CN(C)C(=O)C1CCCCC1
45: COc1cccc(N(CC(=O)N2CCCC2)S(C)(=O)=O)c1
46: COc1ccc(NC(=O)COC(=O)Cn2cnc3ccccc3c2=O)c(OC)c1
47: COc1ccc(NC(=O)CN2CCN(C(=O)C3CCCO3)CC2)c(OC)c1 (stereo unspecified)
48: CC[C@]12c3[nH]c4ccc(Cl)cc4c3CCN1C(=O)[C@@H](CC(=O)NCc1cccc(C(F)(F)F)c1)C[C@@H]2C(=O)N1CCN(C(=O)C2CC2)CC1
49: Cc1cccc(-c2nnn(C/C(N)=N/O)n2)c1

Screen / compound no.	41	42	43	44	45	46	47	48	49
Xi reactivation	0.3	0.4	0.3	-1.3	0.1	-0.1	0.0	0.4	0.0
E-sel inducer	-0.2	-0.5	-0.1	0.9	0.3	.	0.7	-0.7	5.7
EWS-Fli block	4	-2	1	-1	-1	1	.	-1	-10
esBAF inh	-2	-2	5	-1	2	7	-7	7	.
RAD52 inh	-7	-16	-10	-5	-8	-19	1	-12	-9
RAD54 branch	3	2	-1	-1	10	4	9	6	.
S100A4 inh HTS	3	-1	-13	2	11	-4	2	-3	-1
FN deposition inh	4	-3	4	.	7	11	.	-4	-2

Random excerpt: 4 entries already listed, in no set order.
34: O=C(CSc1nnnn1-c1cccc2ccccc12)NC(C(=O)O)(c1ccccc1)c1ccccc1
21: C[C@@H]1CN([C@@H](C)CO)C(=O)c2cccc(NS(=O)(=O)c3cn(C)cn3)c2O[C@H]1CN(C)C(=O)NC1CCCCC1
15: COc1ccc(S(=O)(=O)N2CCCCN3[C@H](C2)[C@@H](c2ccc(C#CCC(C)C)cc2)[C@@H]3CO)cc1
10: COc1ccc(CN(C(=O)CO/N=C/c2ccccc2)c2ccccc2C(=O)O)cc1

Screen / compound no.	34	21	15	10
Xi reactivation	0.0	-1.1	0.0	0.1
E-sel inducer	.	.	-0.7	.
EWS-Fli block	-4	-4	8	-9
esBAF inh	.	-2	.	.
RAD52 inh	2	-9	.	-9
RAD54 branch	.	-2	-5	.
S100A4 inh HTS	1	2	.	-1
FN deposition inh	-11	7	.	.
